Screening results (PubChem BioAssay)
EBI2 antag = blocks human EBI2 receptor beta-arrestin signaling. EBI2 beta-arrestin recruitment, luminescence, 7a,25-OHC stimulated. P32249. 0.81% of 360,000 active. AID 651636. inhibition, % at 5 µM; in the data active means inhibition above about 38%;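 further: enzyme fragment complementation signal reports receptor beta-arrestin coupling in cells; 0% = agonist plus DMSO wells and 100% = wells without agonist; some results beyond the cut were filed as inactive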
Target sequence (P32249 whole entry, looked up, the tested form may be a part): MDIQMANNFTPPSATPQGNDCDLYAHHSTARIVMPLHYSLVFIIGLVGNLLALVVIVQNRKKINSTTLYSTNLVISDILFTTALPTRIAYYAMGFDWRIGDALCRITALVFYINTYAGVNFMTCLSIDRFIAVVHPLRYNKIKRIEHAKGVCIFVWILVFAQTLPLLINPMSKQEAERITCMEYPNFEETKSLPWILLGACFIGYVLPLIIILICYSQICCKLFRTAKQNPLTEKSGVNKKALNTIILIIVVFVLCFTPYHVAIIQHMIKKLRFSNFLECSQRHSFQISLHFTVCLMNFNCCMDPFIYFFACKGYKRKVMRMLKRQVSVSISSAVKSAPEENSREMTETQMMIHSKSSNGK
APOBEC3G inh = blocks human APOBEC3G single-stranded DNA deamination. Q9HC16. recombinant A3G, ssDNA deamination FAM/TAMRA fluorescence. inhibition, % at 20 µM. 0.28% of 330,000 active. AID 493012;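 active means inhibition of at least 40% at 20 µM, with no more than 30% in the related APOBEC3A deaminase screen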;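 further: plate controls were DMSO wells with A3G for no effect and wells lacking A3G enzyme for full effect; some compounds called inactive have numbers as strong as hits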
NR3A LBD binder = modulators (binders) of human NR3A ligand-binding domain | NR3A LBD differential scanning fluorimetry, Tm shift; 0% = protein alone, 100% = glycine-bound protein | Tm shift relative to glycine control, % at 25 µM | 2.5% of 340,000 active;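 active means melting temperature shift of at least 10% of the positive control shift, at one fixed dose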
Gli-Sufu antag = blocks Gli-Sufu signaling in a luciferase reporter | Sufu-KO-LIGHT fibroblasts, Gli luciferase reporter luminescence | inhibition, % at 5 µM | 0.74% of 340,000 active | AID 588413;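 active means inhibition above about 55%, limit read from the data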;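 further: 0% = DMSO-treated cells and 100% = wells with medium but no cells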
A3A deaminase = inhibitors of human APOBEC3A DNA deaminase. P31941. recombinant A3A, FAM/TAMRA ssDNA deamination fluorescence. inhibition, % at 20 µM. 0.41% of 330,000 active. AID 493011;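 active means at least 40% inhibition at 20 µM here, with at most 30% in a related deaminase screen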;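 further: plate controls were A3A with DMSO for no effect and wells lacking A3A enzyme for full effect; some results filed as inactive read as strong as hits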
Target sequence (P31941 whole entry, looked up): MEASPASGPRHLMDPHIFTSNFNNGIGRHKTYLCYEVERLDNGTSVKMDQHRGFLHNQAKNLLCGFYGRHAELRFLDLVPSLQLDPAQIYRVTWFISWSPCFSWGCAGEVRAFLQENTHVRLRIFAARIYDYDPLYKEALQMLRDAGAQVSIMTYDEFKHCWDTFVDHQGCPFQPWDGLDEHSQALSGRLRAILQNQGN
CCR6 antagonist = CCR6 (human) receptor antagonism. CHO-K1 CCR6 PathHunter beta-arrestin, luminescence, CCL20-stimulated. P51684. 0.49% of 340,000 active. inhibition, % at 20 µM;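 active means compounds whose inhibition of the agonist-driven luminescence signal at 20 µM reaches about 50%, limit read from the data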;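 further: cells stimulated with CCL20 at 14 nM final; plate controls were DMSO with CCL20 for no effect and DMSO without agonist for full effect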
MPTP inh = blocks calcium-induced mitochondrial swelling; isolated mouse mitochondria, Ca2+ swelling absorbance, 30 min; inhibition, % at 10 µM; 1.4% of 360,000 active;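 active means inhibition of 50% or more, scaled per plate between neutral and stimulator controls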;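 further: 0% = DMSO wells given calcium and 100% = 1 mM EGTA wells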
CXCR6 block = blocks human CXCR6 beta-arrestin recruitment; O00574; CHO-K1 PathHunter CXCR6 beta-arrestin, luminescence; inhibition, % at 20 µM; 0.36% of 360,000 active; AID 602244; in the data active means inhibition above about 34%, passing the limit was not always enough;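 further: antagonist mode with CXCL16 agonist at 10 nM final; 0% = 10 nM CXCL16 with DMSO and 100% = unstimulated wells without agonist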
Target sequence (O00574 whole entry, looked up): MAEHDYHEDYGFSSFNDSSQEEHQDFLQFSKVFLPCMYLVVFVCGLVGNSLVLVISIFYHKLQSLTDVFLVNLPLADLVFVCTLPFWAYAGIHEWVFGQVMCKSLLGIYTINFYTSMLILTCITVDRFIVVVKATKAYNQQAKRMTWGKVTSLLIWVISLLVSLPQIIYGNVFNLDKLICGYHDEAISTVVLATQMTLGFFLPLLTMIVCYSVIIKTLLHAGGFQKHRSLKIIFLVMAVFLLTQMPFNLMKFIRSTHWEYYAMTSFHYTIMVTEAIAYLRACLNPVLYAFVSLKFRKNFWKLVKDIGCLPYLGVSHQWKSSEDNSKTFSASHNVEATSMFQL
Starred values were filed as active, the others as inactive; x = no result given.

SMILES	EBI2 antag	APOBEC3G inh	NR3A LBD binder	Gli-Sufu antag	A3A deaminase	CCR6 antagonist	MPTP inh	CXCR6 block
COc1ccc(/C=c2\s/c(=C\C(=O)C(C)(C)C)[nH]c2=O)cc1O	3	-5	-4	-8	-1	16	2.5	7
Cc1nc(-n2nnc3ccccc32)c2c3c(sc2n1)CCCC3	6	-2	2	0	0	9	-0.7	4
CC(C)OP(=O)(c1ccccc1)c1ccccc1	-6	-7	-4	5	-2	1	-7.9	7
OC(COc1ccccc1Cl)CN1CCN(CC(O)COc2ccccc2Cl)CC1 (centres undefined)	4	0	5	36	0	-13	8.9	-5
O=S(=O)(NCC(c1ccc2c(c1)OCO2)N1CCOCC1)c1ccc(Cl)cc1 (centres undefined)	-4	-6	-2	14	-3	2	-1.2	-4
COCCNC(=O)c1ccc(CN2CCc3ccccc3C2)cc1	-3	-4	-2	3	-1	2	-1.0	-8
CS(=O)(=O)N1CCN(c2ccccc2NC(=S)NC(=O)c2ccco2)CC1	5	-2	-4	5	-5	6	-0.2	11
COc1ccccc1NS(=O)(=O)c1cccc(C(=O)NNC(=O)C(NC(N)=O)C(C)C)c1 (centres undefined)	4	-7	-1	5	-9	6	1.3	2
Cc1cc(C)n(C(=O)CNC(=O)c2ccco2)n1	-13	0	-1	-2	3	-6	-0.4	1
CCS(=O)(=O)c1nc(S(=O)(=O)c2ccc(C)cc2)c(N2CCN(C)CC2)s1	-11	-5	0	11	-4	5	-2.1	-3
O=C(CCn1nnc2ccccc21)Nc1nnc(Cc2ccccc2)s1	5	-6	-1	-9	0	10	1.9	-7
COc1cc(NC(=O)CC(C)n2ccnc2)cc(OC)c1 (centres undefined)	-5	-2	1	34	-5	9	0.9	-5
COc1ccc(Cl)cc1Nc1cc(C)nc2ccccc12	-9	0	0	12	-4	8	24	-5
Cc1cc(N2O[C@]34C=C[C@]25C[C@@H](O)CC[C@]5(C)C3CC[C@]2(C)[C@@H]([C@H](C)/C=C/[C@H](C)C(C)C)CC[C@H]24)no1 (some centres undefined)	-6	-8	0	3	-3	-38	-0.2	-3
Cc1cc(C)n2nc(SCCC(=O)NCCc3ccccc3)nc2n1	-6	-13	1	-3	-3	1	0.5	-7
O=C(CSc1nnc(CNC(=O)c2c(F)cccc2F)o1)NCc1ccccc1	2	-4	2	-7	-4	1	-0.8	6
N#CCN1CCN(CCC(=O)Nc2ccc(OCc3ccccc3)cc2)CC1	-7	-8	-5	16	-3	-11	0.7	1
Cc1ccc(S(=O)(=O)N2CCOCC2)cc1C(=O)Nc1cccc(S(=O)(=O)N2CCCC2)c1	2	-4	0	-12	2	9	-1.6	2
O=C(Cn1c(CC(=O)N2CCCC2)nc2ccccc21)NCc1ccccc1	1	0	1	-6	-1	-7	-0.7	0
C[n+]1cccc2cccc([O-])c21	-5	x	0	7	x	-12	4.4	-17
O=C(NCc1nnc(SCC(=O)N2CCCCC2)o1)c1c(F)cccc1F	2	-6	1	-12	-2	-4	-1.9	1
COc1ccc2cc(-c3[nH]ncc3CN3CCCC3c3nonc3C)ccc2c1 (centres undefined)	46*	7	-2	2	-1	-2	3.2	-3
O=C(NCC1(N2CCCCC2)CCCCC1)c1cccc(S(=O)(=O)Nc2ccccc2Cl)c1	3	x	-1	24	x	20	-1.7	10
CC(C)C(=O)Nc1nc(-c2ccc(S(=O)(=O)N3CCOCC3)cc2)cs1	-13	-3	0	-3	3	8	-0.5	1
O=C(O)c1ccc(N/N=C/c2ccc(-c3ccc(Br)cc3)o2)cc1	-3	-8	-2	-4	-3	10	1.2	-12
CCc1ccc(-c2cc(C)no2)cc1S(=O)(=O)NC(C)Cc1ccco1 (centres undefined)	13	-5	-7	11	-4	5	1.3	1
COc1ccccc1/C=N/N1C(=O)c2cccc3cccc(c23)C1=O	0	-8	-2	-2	8	3	1.2	-9
Cc1cc(C)cc(NC(=O)C(OC(=O)c2ccc([N+](=O)[O-])o2)c2ccccc2)c1 (centres undefined)	18	-7	2	-12	1	-11	1.2	-26
Cc1ccc(S(=O)(=O)N2CCOCC2)cc1C(=O)OC(C)C(=O)NC1CCCC1 (centres undefined)	-4	1	1	2	-2	9	1.1	-12
CCN(C[C@H]1N[C@@](Cc2ccccc2)(C(=O)OC)[C@H]2C(=O)N(C)C(=O)[C@@H]12)C(=O)COC	-17	-11	2	-1	-7	7	1.1	1
Brc1ccc([C@H]2CN3CCSC3=N2)cc1	7	-8	0	-4	-6	3	-3.9	4
O=C(N/N=C/c1ccco1)C(O)C(O)C(=O)N/N=C/c1ccco1 (centres undefined)	-1	-9	-5	-3	-1	-4	-0.6	-5
O=S(=O)(Cc1ccccc1)N1CCN(Cc2c(F)cccc2Cl)CC1	4	7	-1	7	25	18	0.1	0
CCOC(=O)C1=CN(Cc2ccco2)S(=O)(=O)NC1c1ccc(Br)cc1F (centres undefined)	-4	-2	-11	-3	0	13	0.1	8
CC(C)N1CCN(Cc2coc3ccccc3c2=O)CC1CCO (centres undefined)	3	-2	7	-17	3	5	0.9	0
CCOC(=O)C1=C(CS(=O)(=O)c2ccccc2)NC(=O)NC1c1ccccc1OC (centres undefined)	-16	-8	-4	-14	-5	-8	-0.9	-2
CCOC(=O)c1cc(OC(=O)c2ccccc2OC)n(-c2ccccc2)n1	1	-6	0	-1	-10	0	-0.5	2
Cc1c(NC(=O)CCC2CCCCC2)cc(C(=O)N2CCOCC2)cc1[N+](=O)[O-]	6	-2	5	-2	5	3	-1.2	-1
CC(O)[C@H]1CNC(=O)C(=O)N1CCc1cccc2ccccc12 (some centres undefined)	-1	17	3	-11	1	3	-0.5	-3
CCOC(=O)C1CCN(C2=NC(=O)/C(=C/c3ccccc3OC)S2)CC1	4	-8	-1	6	-4	6	1.0	4
COc1cc(OC)c(C(=O)OC(C)C(=O)Nc2cc(C(F)(F)F)ccc2Cl)cc1OC (centres undefined)	-6	-8	-6	3	-6	-1	11	5
COc1ccc2nc(N3CCCCC3)c(C#N)cc2c1	4	-5	-1	-5	-2	26	0.9	-10
CN1CCN(C(=O)CN(c2cc(C(F)(F)F)ccc2Cl)S(C)(=O)=O)CC1	3	-2	1	9	-5	-1	-0.2	1
COc1ccc(CNC(=O)C2CCCN(S(=O)(=O)c3ccc(F)cc3)C2)cc1 (centres undefined)	-6	-4	-2	-9	-1	6	0.9	7
CCCCn1cnc(C(=O)OCC)c1N	-8	-3	-1	35	0	11	-1.5	12
COC(=O)c1ccc(C)c(N(CCO)CCO)c1	-1	-5	0	1	-2	-8	-1.5	-6
COc1ccccc1NC(=O)COC(=O)c1ccccc1SCC(=O)N1CCCC1	-9	-7	0	-5	1	1	0.5	-4
COc1ccc(CCNC(=O)C2Cc3ccccc3C(=O)O2)cc1 (centres undefined)	0	-10	3	3	4	12	-2.2	12
COC(=O)c1sc(NC(=O)c2ccc([N+](=O)[O-])o2)c(C#N)c1C	-2	5	-3	13	5	14	92*	27
Cc1ccc2nc(SCC(=O)Nc3cccc(S(=O)(=O)N(C)C)c3)[nH]c2c1	3	1	-7	6	2	6	19	-5
O=C(CSCc1ccccc1)N/N=C/c1ccccc1OCc1ccccc1	10	6	-6	-8	3	13	3.6	2
COc1ccc(CNc2nc3c(c(=O)[nH]c(=O)n3C)n2CCCc2ccccc2)cc1	2	-3	-6	-12	4	8	0.3	1
CCn1cc(C(=O)NCc2cccs2)c(=O)c2cc(S(=O)(=O)N3CCOCC3)ccc21	x	-6	1	7	-1	12	x	x
O=C(Cn1cc(C(F)(F)F)ccc1=O)Nc1ccccc1	-4	-5	-1	-3	0	12	1.6	8
COc1ccc(-c2nnn(CC(=O)NCc3ccccc3)n2)cc1OC	2	-2	2	3	-1	8	0.8	0
CCOC(=O)C(=O)Nc1ccccc1C#N	4	-2	1	0	0	9	2.3	-2
O=C(Nc1c(-c2ccc(F)cc2)nc2ccccn12)c1ccc(F)cc1	0	-4	-1	0	-3	16	0.0	5
CCOC(=O)C1=C(CC)OC(N)=C(C#N)C1c1ccc(OC)c(OC)c1OC (centres undefined)	-2	-7	-1	-22	-4	11	1.8	-10
Cc1ccc(S(=O)(=O)Nc2cc(=O)[nH]c(SCc3ccccc3Cl)n2)cc1	-18	-4	-8	9	-6	-16	1.5	4
CCCCN(CC)CCCNC(=S)Nc1ccc2nc3n(c(=O)c2c1)CCCCC3	-1	4	1	4	-1	11	18	2

Next part, overlapping the part above by 6 compounds.
SMILES	EBI2 antag	APOBEC3G inh	NR3A LBD binder	Gli-Sufu antag	A3A deaminase	CCR6 antagonist	MPTP inh	CXCR6 block
COc1ccc(-c2nnn(CC(=O)NCc3ccccc3)n2)cc1OC	2	-2	2	3	-1	8	0.8	0
CCOC(=O)C(=O)Nc1ccccc1C#N	4	-2	1	0	0	9	2.3	-2
O=C(Nc1c(-c2ccc(F)cc2)nc2ccccn12)c1ccc(F)cc1	0	-4	-1	0	-3	16	0.0	5
CCOC(=O)C1=C(CC)OC(N)=C(C#N)C1c1ccc(OC)c(OC)c1OC (centres undefined)	-2	-7	-1	-22	-4	11	1.8	-10
Cc1ccc(S(=O)(=O)Nc2cc(=O)[nH]c(SCc3ccccc3Cl)n2)cc1	-18	-4	-8	9	-6	-16	1.5	4
CCCCN(CC)CCCNC(=S)Nc1ccc2nc3n(c(=O)c2c1)CCCCC3	-1	4	1	4	-1	11	18	2
CC(=O)N(C)c1ccc(NCc2cc(=O)oc3cc(C)c(O)cc23)cc1	-1	-4	8	0	0	8	2.1	3
CN1CCN(c2nc3ccccn3c(=O)c2C=O)CC1	-9	-5	3	-13	-5	-2	0.8	5
O=S1(=O)CC(O)C(N2CCC(c3ccccc3)CC2)C1 (centres undefined)	-12	3	1	0	3	11	0.3	-6
Nn1c(SCC(=O)NC2CCS(=O)(=O)C2)nc2scc(-c3ccccc3)c2c1=O (centres undefined)	7	0	0	50	3	3	0.0	3
CC(NCC(=O)Nc1ccccc1C(=O)NC1CC1)c1cccc(C(F)(F)F)c1 (centres undefined)	14	-4	8	5	0	5	1.7	-1
CCOC(=O)c1ccc(N2Cc3ccccc3C2=NC(=O)c2cccc([N+](=O)[O-])c2)cc1	21	-5	-3	-25	-6	10	2.7	0
Cc1csc(SCC(=O)Nc2cc(C(N)=O)cc(C(N)=O)c2)n1	8	-7	0	2	3	-8	0.8	-3
O=C(CCN1C(=O)c2ccc([N+](=O)[O-])cc2C1=O)Nc1ccc(O)cc1C(=O)O	-1	0	-1	-9	3	-5	-1.3	-20
COc1cc(CNc2ccc(N3CCN(C(C)=O)CC3)cc2)ccc1OCc1ccccc1	11	-1	-1	-8	-3	-2	0.5	-10
CN1CCc2cc3c(c4c2C1CC41CCC(=NO)CC1)OCO3 (centres undefined)	-4	-6	1	3	-1	0	5.6	1
O=C(NCCCNC(=O)c1ccccn1)c1cccc(F)c1	-6	-11	-2	14	-4	13	-0.9	7
CCOC(=O)C1CCN(S(=O)(=O)c2ccc(NC(C)=O)c(Cl)c2)CC1	5	-4	0	-4	0	18	0.1	-7
CC(=O)N1CC(C(=O)Nc2ccc3c(c2)OCO3)Oc2ccccc21 (centres undefined)	2	-2	-2	-8	-1	-1	0.5	-3
CCOC(=O)c1ccc(-n2c(CN3CCC(O)CC3)nc3ccc([N+](=O)[O-])cc3c2=O)cc1	1	-7	-3	-6	-3	11	2.3	-9
Cc1cc(=O)[nH]c(SCCCOc2ccc3c(c2)CCC3)n1	-7	-2	-2	6	2	2	3.0	2
COc1cc(OC)nc(NC(=O)CSc2nc3ccccc3o2)n1	-2	-2	0	0	-1	-4	-0.1	-3
CCN(CC)c1nc2c(c(=O)n(C)c(=O)n2C)n1CCCc1ccccc1	5	-3	-3	17	-4	9	0.9	6
COc1ccc(NC(=S)N2CCCC2)c(OC)c1	-4	-13	0	-3	-5	10	-1.5	1
Cc1ccc(C(=O)CCC(=O)OCc2nnc(-c3ccccc3)o2)cc1	-3	-9	1	-5	-3	8	0.5	1
